Measles CPE – compounds protecting cells from measles virus cytopathic effect, primary screen, measles RdRp inhibitor project, single point, MLSMR library, absorbance | AID 841, 2007 | 140,000 tested, 1.5% active | protection (pct of control), % at 4 µM | Measles virus-infected cells, CPE protection; in the data active = protection mostly above about 24%, no sharp cut-off; inactive = mostly below about 26%; also: some compounds called inactive have numbers as strong as hits
bCat KO growth – primary screen for growth suppressors in beta-catenin knockout HCT116 cells (colon tumor, human); HCT116 beta-catenin knockout viability, CellTiter-Glo, 60 h; active compounds read low; viability, % at 10 µM; 140,000 tested, 1.5% active; AID 818, 2007;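 active = viability at or under a set limit, the compound median less 4 SD, cut at about 6% in these data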;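 also: 0% = Hyamine 1622 control at 20 µM and 100% = untreated cell control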
HCT116 PTEN-null – growth suppression of PTEN-null HCT116, primary screen, cell-based, CellTiter-Glo; AID 827, 2007; HCT116 PTEN-null viability, 60 h; active compounds read low; viability, % at 10 µM; 140,000 tested, 1.2% active;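 active = viability at or below a set limit, 4 SD under the median of all tested compounds, cut at about 3.7% in these data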;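 also: PTEN knockout HCT116 line with beta catenin targeted HCT116 as companion control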
Yeast growth inh – growth inhibitors of yeast BB579 in restrictive medium, primary screen, yeast lifespan-shortening project, S. cerevisiae; 140,000 tested, 0.51% active; OD615, 48 h; inhibition, % at 10 µM; AID 804, 2007;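 active = inhibition above a set limit, 3 SD over the mean compound inhibition, cut at about 44% in these data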; also: inactives centre near -24
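Test system: DeaD yeast strain BB579 / Buffer or medium: restrictive glucose-based CSMM-D medium / Doses: single 10 µM dose / Schedule: 4 h cell preincubation, 48 h compound exposure, 30 °C humidified / Technique: culture absorbance at 615 nm / Controls: amphotericin B positive control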
GALR2 antag – GALR2 antagonists in receptor-expressing cells, primary screen | AID 828, 2007 | antagonist mode | inhibition, % at 4 µM | 140,000 tested, 0.39% active; in the data active = inhibition above about 27%;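 also: cells stimulated with galanin 1-16 at roughly its EC80; 0% = agonist challenge control and 100% = basal control without agonist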
Target sequence (O43603 whole entry, looked up): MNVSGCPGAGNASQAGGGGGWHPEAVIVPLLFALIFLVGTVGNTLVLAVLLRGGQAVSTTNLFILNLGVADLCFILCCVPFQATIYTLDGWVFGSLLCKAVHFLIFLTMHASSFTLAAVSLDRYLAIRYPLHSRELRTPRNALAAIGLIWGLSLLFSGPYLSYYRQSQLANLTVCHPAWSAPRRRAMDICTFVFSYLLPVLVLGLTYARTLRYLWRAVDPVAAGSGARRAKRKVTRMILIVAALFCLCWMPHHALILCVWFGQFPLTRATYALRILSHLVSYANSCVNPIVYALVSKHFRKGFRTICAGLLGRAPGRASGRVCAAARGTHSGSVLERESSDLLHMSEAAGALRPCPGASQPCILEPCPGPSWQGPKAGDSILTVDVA
Phagocyt inh – inhibitors of macrophage phagocytosis, primary screen, imaging, J774A.1 cells, IgG beads; J774A.1 macrophage IgG-bead phagocytosis; inhibition, % at 5 µM; 110,000 tested, 0.07% active; AID 1029, 2008;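 active = inhibition above the mean of the plate negative controls plus 5 SD, cut at about 13% in these data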;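 also: phagocytic index as fraction of beads internalized from green versus red external bead signal; plate controls were DMSO negative control for no effect and cytochalasin-D positive control for full effect; some results beyond the cut were filed as inactive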
Yeast lifespan up – compounds extending yeast replicative lifespan, primary screen, S. cerevisiae, OD615 | 130,000 tested, 0.68% active | S. cerevisiae growth with nicotinamide; deaD strain in restrictive glucose medium | inhibition of the nicotinamide effect, % at 10 µM;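 active = inhibition above a set limit, placed 3 SD over the median of all compounds, cut at about 26% in these data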;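 also: 0% = nicotinamide-treated wells and 100% = cells grown without nicotinamide; some compounds called inactive have numbers as strong as hits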
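System: Modified budding yeast, DeaD strain | Buffer or medium: Restrictive glucose medium | Also added: 1.5 mM nicotinamide | Doses: 10 µM single point, 0.25% DMSO | Schedule: 48 h compound exposure at 30 °C, humidified | Detection: Absorbance at 615 nm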
E-sel TNF inh – E-selectin induction blockers in HUVEC – imaging, immunofluorescence, high content, primary screen; HUVEC TNFa-induced E-selectin immunofluorescence; inhibition, % at 2 µM; 120,000 tested, 0.71% active;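 active = inhibition above the batch mean plus 3 SD, and confirmed as a hit on visual image review, cut at about 43% in these data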;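 also: 0% = TNF-stimulated DMSO wells and 100% = unstimulated control wells; not every result past the cut was called active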
MRP-1 activ – H69AR viability gain despite doxorubicin, primary screen, MRP-1 activator project, H69AR cells, CellTiter-Glo | viability rescue | viability increase, % at 10 µM | 140,000 tested, 0.61% active | AID 799, 2007;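 active = viability gain under doxorubicin at or above a set limit, the compound median plus 3 SD, cut at about 4.7% in these data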;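 also: MRP-1 overexpressing cells given doxorubicin 25 µM after compound pretreatment; 18-22 h compound pretreatment then 72 h with doxorubicin before readout; 0% = doxorubicin-only wells and 100% = vehicle-treated cells without doxorubicin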
NPY-Y2 antag – NPY-Y2 receptor antagonists, primary screen, cell-based; Neuropeptide Y receptor type 2 (Homo sapiens), P49146; NPY-Y2 expressing cells, antagonist mode; inhibition, % at 2.7 µM; 140,000 tested, 0.99% active; AID 793, 2007; in the data active = inhibition above about 17%;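 also: 0% = vehicle with agonist challenge and 100% = reference antagonist with challenge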
Target sequence (P49146 whole entry, looked up): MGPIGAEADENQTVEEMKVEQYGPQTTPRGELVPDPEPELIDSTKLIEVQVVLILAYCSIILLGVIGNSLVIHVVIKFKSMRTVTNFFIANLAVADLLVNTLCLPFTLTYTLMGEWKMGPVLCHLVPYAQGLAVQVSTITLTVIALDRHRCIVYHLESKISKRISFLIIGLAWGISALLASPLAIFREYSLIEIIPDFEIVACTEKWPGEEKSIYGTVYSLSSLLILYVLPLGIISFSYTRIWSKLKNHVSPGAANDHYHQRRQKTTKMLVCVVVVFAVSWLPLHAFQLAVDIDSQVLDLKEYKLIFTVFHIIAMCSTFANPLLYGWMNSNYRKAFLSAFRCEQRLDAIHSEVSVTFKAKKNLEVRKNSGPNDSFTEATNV
Active calls of the source: *; x = no result given.

The line under a structure holds: Measles CPE | bCat KO growth | HCT116 PTEN-null | Yeast growth inh | GALR2 antag | Phagocyt inh | Yeast lifespan up | E-sel TNF inh | MRP-1 activ | NPY-Y2 antag
(1) CCOC(=O)c1ccccc1NC(=O)N[C@@H](C)C(=O)OC
→ 2 | 93 | 94 | -35 | -10 | 0 | -9 | 17 | -0.4 | 0
(2) CCc1nccn1S(=O)(=O)c1ccc2ccccc2c1
→ 2 | 95 | 77 | -12 | 5 | 0 | -16 | -44 | -1.3 | 10
(3) O=C(CCn1cccc1)Nc1cc(F)ccc1F
→ 4 | 97 | 95 | -33 | -13 | 0 | -7 | x | 0.8 | 0
(4) CC(C)OC(=O)C(C#N)c1nc2ccccc2nc1N1CCN(Cc2ccccc2)CC1 (centres undefined)
→ 4 | 70 | 60 | -15 | -10 | x | -15 | -37 | -1.3 | 2
(5) CCCCSc1nnc2[nH]c(=O)cc(N)n12
→ 42 | 83 | 93 | -33 | -2 | 0 | -4 | x | -0.6 | 2
(6) Cc1ccc(Nc2nc(N/N=C/c3c[nH]c4ccccc34)nc(N3CCOCC3)n2)cc1
→ 23 | 5.1* | 2.8* | -29 | 16 | 18 | -6 | x | -5.5 | -3
(7) O=C(OC1CCOC1=O)c1cc(-c2ccc(Cl)cc2)nc2ccccc12 (centres undefined)
→ 3 | 94 | 98 | -57 | 2 | x | 20 | 4 | 1.1 | -3
(8) COC(=O)c1ccc(/C=C2/SC(=S)N(CCCC(=O)Nc3ccccn3)C2=O)cc1
→ 5 | 76 | 81 | -30 | -8 | -2 | 6 | 3 | -2.5 | 0
(9) O=C(Cc1nnc(NC(=O)Nc2ccc(Cl)cc2)s1)NCc1ccccc1
→ 27 | 92 | 95 | -61 | 5 | -4 | 5 | -14 | -2.9 | 0
(10) Cc1ccc(S(=O)(=O)N(CC(=O)Nc2ccccc2C(=O)O)c2cccc(Cl)c2C)cc1
→ 14 | 90 | 100 | -46 | -1 | 0 | 24 | -6 | -0.8 | 2
(11) CCOC(=O)N1CCN(c2ncnc3c2cnn3-c2ccc(Cl)cc2)CC1
→ 3 | 94 | 98 | -20 | 13 | 0 | -1 | 15 | -3.0 | 3
(12) COc1ccc(CCn2c(SCC(=O)Nc3cc(C)on3)nc3ccsc3c2=O)cc1OC
→ 6 | 71 | 71 | -40 | 11 | 0 | -17 | x | -4.0 | 4
(13) Cc1cc(C)n(C2CC(=O)N(c3ccccc3)C2=O)n1 (centres undefined)
→ 24 | 99 | 92 | -32 | 3 | x | x | -10 | 0.2 | 1
(14) CC/C(=N/NC(=O)CCC(=O)Nc1ccccc1OC)c1ccccc1
→ 10 | 92 | 100 | -2 | -3 | -6 | -2 | x | -2.1 | 2
(15) CCOC(=O)c1[nH]c(C)c(C(=O)NCCc2ccc(OC)cc2)c1C
→ 4 | 90 | 88 | -26 | 17 | 0 | -11 | -25 | -0.6 | 2
(16) CCOC(=O)c1ccccc1NC(=O)c1ccccc1N(C)S(C)(=O)=O
→ 19 | 91 | 93 | -48 | 7 | -1 | -7 | -28 | -1.0 | 4
(17) COc1ccc(-c2cnnc(N/N=C/C(C)=C/c3ccccc3)n2)cc1
→ 19 | 94 | 96 | -18 | 10 | -9 | 1 | x | -0.8 | 3
(18) Clc1ccc(CSCCc2ccncc2)cc1
→ 7 | 95 | 92 | -63 | 0 | 0 | 25 | 2 | 0.5 | 1
(19) Cc1cccc(COc2ccc(/C(O)=C3\C(=O)C(=O)N(CCN(C)C)C3c3ccncc3)cc2)c1 (centres undefined)
→ 6 | 96 | 87 | 17 | 1 | x | -6 | -11 | -2.3 | 3
(20) O=C(NCc1ccco1)C(c1ccncc1)N(CCC1=CCCCC1)C(=O)Cn1nnc2ccccc21 (centres undefined)
→ 15 | 95 | 99 | -81 | -6 | x | -3 | 12 | -0.3 | 8
(21) COC(=O)c1[nH]c2cccc(OC)c2c1NC(=O)C(C)N1CCC(C)CC1 (centres undefined)
→ 16 | 77 | 79 | -14 | -3 | 3 | -2 | -3 | -1.7 | 2
(22) CCOC(=O)C1=C(c2ccccc2)N=C2SCC(=O)N2C1c1ccc2c(c1)OCO2 (centres undefined)
→ 4 | 82 | 87 | -57 | 0 | 0 | -10 | x | 1.0 | -1
(23) COC(=O)CN(c1nc(C)c(Cl)c(OC)n1)S(=O)(=O)c1ccc(C)cc1
→ 1 | 81 | 77 | -4 | 0 | -4 | -7 | x | 0.2 | 4
(24) O=C(COC(=O)c1cccnc1Cl)c1cccc(Cl)c1
→ 13 | 97 | 96 | -40 | -1 | -1 | -15 | -8 | 0.6 | 2
(25) CNc1nc(OCCNC(=O)Nc2ccccc2)nc(N2CCOCC2)n1
→ 9 | 96 | 109 | -47 | -4 | 0 | 2 | 1 | 0.0 | 1
(26) CCN(CCO)Cc1csc2ccc(Cl)cc12
→ 3 | 87 | 91 | -42 | -9 | -5 | 5 | x | -1.6 | 2
(27) CCOC(=O)c1cc(-c2nnc(-c3ccc(Oc4ccccc4)cc3)o2)c(C)nc1C
→ 11 | 75 | 72 | -15 | -2 | 0 | 0 | x | 2.0 | 0
(28) CCn1c(-c2c(Cl)c(C)nn2C)n[nH]c1=S
→ 4 | 101 | 93 | -8 | -14 | -2 | 3 | 33 | -2.3 | -1
(29) Clc1ccc(/C=N/NC(=Nc2ccccc2)c2ccccn2)c(Cl)c1
→ 7 | 97 | 78 | -78 | -8 | x | -16 | 1 | -1.2 | 7
(30) Cc1ccc(NC(=O)CN(C)C(=O)CCCN2C(=O)c3ccccc3C2=O)cc1
→ 15 | 93 | 92 | -32 | -3 | -1 | -7 | 14 | -0.4 | -4
(31) O=C(CN1CCOc2ccccc21)NCc1ccc(F)cc1
→ 5 | 98 | 93 | -11 | -2 | x | -1 | -5 | -1.0 | 2
(32) Cc1ccc(CNC(=O)COC(=O)c2ccc(Br)cc2)cc1
→ 15 | 87 | 96 | -33 | -2 | 6 | 2 | x | -0.5 | 4
(33) O=C(O)c1cnc(-c2ccccc2)nc1Sc1cccc(Cl)c1
→ 15 | 94 | 100 | -85 | 3 | 0 | -10 | 1 | -0.9 | 5
(34) Cc1nc(NCCc2ccccc2F)c(C#N)c(C)c1[N+](=O)[O-]
→ 11 | 80 | 81 | 7 | 3 | -1 | -7 | x | -1.6 | 6
(35) CCN(C(=O)COC(=O)c1c(NC(C)=O)sc(C)c1C)C1CCS(=O)(=O)C1 (centres undefined)
→ 6 | 91 | 89 | -14 | 4 | 3 | 0 | x | -2.0 | 2
(36) COc1ccc(NC(=O)C2C3CCC4C(CCC32)C4(Cl)Cl)cc1 (centres undefined)
→ 4 | 93 | 95 | -1 | 2 | -5 | 3 | x | 0.2 | 0
(37) CN1OC(c2ccccc2)=C(CO)C1c1ccccc1 (centres undefined)
→ 7 | 82 | 93 | -34 | 4 | -3 | 51* | x | -3.4 | 4
(38) O=C1COc2ccc(C(=O)COC(=O)c3ccc4ccccc4n3)cc2N1
→ 3 | 82 | 91 | -27 | 6 | 0 | -7 | x | -3.3 | 0
(39) Cc1cccc(C)c1NC(=O)C(NS(=O)(=O)c1cccs1)c1ccccc1 (centres undefined)
→ 6 | 99 | 99 | -7 | 4 | x | 4 | x | -0.8 | 4
(40) COC(=O)C1=C(C)NC=C([N+](=O)[O-])C1c1ccc(OC)cc1 (centres undefined)
→ 7 | 90 | 100 | -30 | 6 | 6 | 0 | x | -2.7 | 1
(41) CCOC(=O)C1C(=O)C(C(C)=O)C(=O)CC1CC(C)SCC (centres undefined)
→ 7 | 103 | 108 | -50 | -2 | x | 93* | -60 | -0.8 | 0
(42) CCCCn1c2nc3ccccc3nc2c2c(=O)n(-c3ccccc3)cnc21
→ 4 | 83 | 69 | -15 | 3 | x | -1 | 92* | -2.3 | 5
(43) COc1ccc(NC(=O)NN(C(=O)c2ccccc2)C(C)(C)C)cc1
→ 17 | 87 | 93 | -18 | 7 | -2 | 0 | -5 | 0.4 | 0
(44) CC(=O)Nc1ccc(C2=NN(Cc3nnc(-c4ccccc4)o3)C(=O)SC2)cc1
→ 19 | 95 | 83 | -22 | 7 | 1 | 2 | x | -2.0 | 2
(45) CC(=O)Nc1ccc(S(=O)(=O)NCC(=O)OCC(=O)N2CCCc3ccccc32)cc1
→ 5 | 93 | 98 | -29 | 4 | -3 | 3 | x | 0.4 | 1
(46) COc1ccccc1NS(=O)(=O)c1ccc(NC(=O)CCNC(=O)c2ccco2)cc1
→ 12 | 99 | 100 | -30 | -4 | 0 | -4 | x | -2.0 | 0
(47) COc1nc(OC)nc(Oc2ccc([N+](=O)[O-])cc2Cl)n1
→ 5 | 98 | 96 | -24 | -7 | -5 | -3 | x | -2.5 | 2

Part of the list above in order of formula weight, smallest number first.
The line under a structure holds: Measles CPE | bCat KO growth | HCT116 PTEN-null | Yeast growth inh | GALR2 antag | Phagocyt inh | Yeast lifespan up | E-sel TNF inh | MRP-1 activ | NPY-Y2 antag
(37) CN1OC(c2ccccc2)=C(CO)C1c1ccccc1 (centres undefined)
→ 7 | 82 | 93 | -34 | 4 | -3 | 51* | x | -3.4 | 4
(40) COC(=O)C1=C(C)NC=C([N+](=O)[O-])C1c1ccc(OC)cc1 (centres undefined)
→ 7 | 90 | 100 | -30 | 6 | 6 | 0 | x | -2.7 | 1
(41) CCOC(=O)C1C(=O)C(C(C)=O)C(=O)CC1CC(C)SCC (centres undefined)
→ 7 | 103 | 108 | -50 | -2 | x | 93* | -60 | -0.8 | 0
(43) COc1ccc(NC(=O)NN(C(=O)c2ccccc2)C(C)(C)C)cc1
→ 17 | 87 | 93 | -18 | 7 | -2 | 0 | -5 | 0.4 | 0
(36) COc1ccc(NC(=O)C2C3CCC4C(CCC32)C4(Cl)Cl)cc1 (centres undefined)
→ 4 | 93 | 95 | -1 | 2 | -5 | 3 | x | 0.2 | 0
(38) O=C1COc2ccc(C(=O)COC(=O)c3ccc4ccccc4n3)cc2N1
→ 3 | 82 | 91 | -27 | 6 | 0 | -7 | x | -3.3 | 0
(42) CCCCn1c2nc3ccccc3nc2c2c(=O)n(-c3ccccc3)cnc21
→ 4 | 83 | 69 | -15 | 3 | x | -1 | 92* | -2.3 | 5
(44) CC(=O)Nc1ccc(C2=NN(Cc3nnc(-c4ccccc4)o3)C(=O)SC2)cc1
→ 19 | 95 | 83 | -22 | 7 | 1 | 2 | x | -2.0 | 2
(45) CC(=O)Nc1ccc(S(=O)(=O)NCC(=O)OCC(=O)N2CCCc3ccccc32)cc1
→ 5 | 93 | 98 | -29 | 4 | -3 | 3 | x | 0.4 | 1
